Menin MLL FP TR: inhibitors of human menin-MLL interaction, mutant MLL peptide; Menin + Texas Red MLL mutant peptide, fluorescence polarization; Potency, µM (doses to about 61.6 µM), inactives show top-dose FP activity change, negative = inhibition, hits mostly inhibitors; 270,000 tested, 0.23% active; O00255; active = well fitted inhibition curve with a large enough effect in the polarisation, with a control signal flat, not every such curve was filed as active; inconclusive = small, poorly fitted or top-dose-only effect, or effect the other way, or a change in a side signal; inactive = no such curve, though single readings can be large or run the other way; the % refers to the polarisation; note: potency is the fitted concentration of half-maximal effect; % of control where 0% means no effect; many of its hits are not listed in these tables
Target sequence (O00255 whole entry, looked up): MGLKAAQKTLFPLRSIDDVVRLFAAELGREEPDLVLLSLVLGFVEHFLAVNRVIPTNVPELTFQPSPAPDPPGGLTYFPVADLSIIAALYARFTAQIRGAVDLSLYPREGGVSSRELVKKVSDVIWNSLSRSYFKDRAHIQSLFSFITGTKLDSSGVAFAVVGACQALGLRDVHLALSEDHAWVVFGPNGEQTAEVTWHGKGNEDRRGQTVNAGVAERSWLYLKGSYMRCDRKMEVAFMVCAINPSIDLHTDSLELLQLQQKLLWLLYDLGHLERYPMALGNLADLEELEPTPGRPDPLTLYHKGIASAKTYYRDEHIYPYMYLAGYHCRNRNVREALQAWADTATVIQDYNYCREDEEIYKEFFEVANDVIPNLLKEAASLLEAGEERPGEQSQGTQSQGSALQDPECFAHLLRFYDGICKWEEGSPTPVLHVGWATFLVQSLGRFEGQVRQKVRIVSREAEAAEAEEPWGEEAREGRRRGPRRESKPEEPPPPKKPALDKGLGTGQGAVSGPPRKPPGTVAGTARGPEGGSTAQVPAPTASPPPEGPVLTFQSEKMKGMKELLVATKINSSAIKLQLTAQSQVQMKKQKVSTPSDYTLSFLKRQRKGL
Mito fusion yeast: blocks mitochondrial division or promotes mitochondrial fusion | S. cerevisiae fusion-defective mutant growth rescue, CellTiterGlo 48 h | Potency, µM (titrated, usually from 46.1 µM), without a hit: top-dose growth rescue (activation), hits mostly activators | 320,000 tested, 0.23% active;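 note: potency is the fitted concentration of half-maximal effect; % of control where 0% means no effect; nearly all actives have a fitted effect of over 45% in size; temperature-sensitive fusion mutants such as fzo1-1 at 37 °C on non-fermentable ethanol glycerol medium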
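Compounds are tested for their ability to restore growth of mitochondrial fusion-defective yeast strains at non-permissive 37C in YPEG medium over 48 hours. Viability is quantified by luciferase luminescence.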
KCNH2 3.1 block: inhibitors of human KCNH2 3.1 potassium channel isoform; U2OS KCNH2 3.1, thallium flux FluxOr; stronger effect = lower value; activity change, % (tested at about 1.8 µM); 340,000 tested, 0.95% active;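 active = maximum activity change below -70%; inconclusive = maximum activity change from -70% to -50%; inactive = maximum activity change above -50%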;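 note: thallium influx rate constant from kinetic fluorescence after stimulation buffer; % is set by controls: 0 for no effect and ±100 for the full control effect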
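Thallium flux read-out: FluxOr dye with Red40 quencher in HBSS/HEPES, 45 min at RT. Rate constants from kinetic reads were normalized to positive and negative DMSO controls. Cells: U2OS virally expressing the 3.1 isoform.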
Rab9 prom act: activators of Rab9 promoter. Huh7 Rab9 promoter-luciferase reporter, luminescence, 24 h. Potency, µM (top dose mostly 9.22 µM), inactives show at the highest dose activation, negative = inhibition, hits mostly activators. 320,000 tested, 2.8% active. AID 485297; note: potency is the fitted concentration of half-maximal effect; % of control where 0% means no effect; nearly all actives have a fitted effect of over 60% in size
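Measured in stably transfected Huh7 cells bearing a Rab9 promoter–luciferase construct: 24 h compound treatment at 37 °C, followed by luminescence detection.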
RORg inh: blocks mouse ROR gamma transcriptional activity | Drosophila S2 Gal4-RORgamma UAS-luciferase reporter, 20 h | Potency, µM (series often up to 53.6 µM), for inactives: at the highest dose activity change, negative = inhibition, hits mostly inhibitors | 310,000 tested, 5.4% active; note: potency is the fitted concentration of half-maximal effect; % is set by controls: 0 for no effect and ±100 for the full control effect; nearly all actives have a fitted effect of over 60% in size
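Drosophila S2 cells stably expressing Gal4-DBD/mouse RORγ fusion under metallothionein promoter plus UAS-luciferase; compound 1 h, then 700 uM CuSO4 induction for 20 h at ambient temperature; inhibition read as reduced luminescence.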
NPC1 prom act: NPC1 promoter activation; Huh7 NPC1 promoter luciferase reporter, 24 h; Potency, µM (series often up to 9.22 µM), for inactives: at the top dose activation, usual class: activators; 320,000 tested, 2.4% active; AID 485313;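 note: potency is the fitted concentration of half-maximal effect; % of control where 0% means no effect; nearly all actives have a fitted effect of over 60% in size; reporter is driven by a mutant NPC1 promoter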
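Stably transfected Huh7 (NPC1 promoter→luciferase), 1500 cells/well in Opti-MEM + 10% FBS, 2 h settle, then compound 24 h at 37 °C. Luminescence after 10 min with Amplite reagent.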
FLuc modulator: firefly luciferase modulation, counter-screen for miR-21 project; P08659; purified FLuc, Km substrates, luminescence inhibition; Potency, µM (titrated, usually from 57.5 µM), for the others: at the highest dose activity change, negative = inhibition, actives largely listed as inhibitors; 360,000 tested, 6.9% active; AID 588342;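 note: potency is the fitted concentration of half-maximal effect; plate controls were vehicle for no effect and reference inhibitor for full effect; nearly all actives have a fitted effect of over 55% in size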
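Biochemical qHTS of compounds, final roughly 60 µM downward over six points, against 10 nM purified firefly luciferase using Km concentrations of substrates (10 uM D-luciferin, 10 uM ATP) in Tris acetate pH 7.5 buffer; luminescence output.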
MBNL1 CUG block: inhibitors of human MBNL1 binding to CUG repeat RNA; Q9NR56; AID 2675; Potency, µM (top dose mostly 57.5 µM), for the others: at the top dose activity change, negative = inhibition, hits mostly inhibitors; 280,000 tested, 0.036% active; TR-FRET MBNL1-His/biotin-(CUG)12 binding, 665/545 ratio; active = well fitted inhibition curve with a large enough effect in the signal ratio, with a control signal flat, not every such curve was filed as active; inconclusive = small, poorly fitted or top-dose-only effect, or effect the other way, or a change in a side signal; inactive = no such curve, though single readings can be large or run the other way; the % refers to the signal ratio; note: potency is the fitted concentration of half-maximal effect; % is set by controls: 0 for no effect and ±100 for the full control effect
Target sequence (Q9NR56 whole entry, looked up): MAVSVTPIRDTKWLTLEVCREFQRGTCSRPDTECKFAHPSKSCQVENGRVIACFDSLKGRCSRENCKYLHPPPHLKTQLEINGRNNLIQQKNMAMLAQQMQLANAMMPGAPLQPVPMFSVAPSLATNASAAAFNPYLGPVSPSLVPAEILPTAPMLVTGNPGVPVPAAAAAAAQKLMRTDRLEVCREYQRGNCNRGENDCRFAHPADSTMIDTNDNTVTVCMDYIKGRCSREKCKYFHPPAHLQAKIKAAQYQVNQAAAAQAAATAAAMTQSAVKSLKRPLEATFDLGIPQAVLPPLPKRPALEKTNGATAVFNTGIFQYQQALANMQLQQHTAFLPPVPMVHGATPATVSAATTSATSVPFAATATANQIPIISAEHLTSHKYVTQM
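Compounds (final 92 nM to 58 uM) are added to His-tagged MBNL1 and biotin-(CUG)12, then terbium anti-His antibody and streptavidin-XL665 (5 nM final). After 60 min at room temperature, the 665/545 nm ratio is read.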
VP16 counter: Gal4-VP16 reporter inhibition counter-screen | Drosophila S2 Gal4-VP16 UAS-luciferase, luminescence, 20 h | Potency, µM (top dose mostly 53.6 µM), for inactives: at the top dose activity, negative = inhibition, actives largely listed as inhibitors | 310,000 tested, 3.5% active;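 note: Gal4-VP16 expression switched on by copper sulfate through the metallothionein promoter; potency is the fitted concentration of half-maximal effect; % is set by controls: 0 for no effect and ±100 for the full control effect; nearly all actives have a fitted effect of over 50% in size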
ELG1 DNA repair: inhibitors of ELG1-dependent DNA repair in HEK293T cells. HEK293T ELG1-luciferase reporter, luminescence, 16 h; DNA damage induced by 5-fluorouridine. 330,000 tested, 2.3% active. Potency, µM (top dose mostly 46.1 µM), inactives show at the highest dose activity change, negative = inhibition, actives largely listed as inhibitors. AID 504467; note: potency is the fitted concentration of half-maximal effect; % is set by controls: 0 for no effect and ±100 for the full control effect; nearly all actives have a fitted effect of over 55% in size
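Luminescence from the luciferase reporter, measured 30 min after ONE-Glo reagent at room temperature, was the read-out. Beforehand, 2,000 cells per well were exposed for 16 hr at 37 °C to 5-fluorouridine together with compound or vehicle.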
PKM2 activator: PKM2 (human) enzyme activation. P14618. purified PKM2, Kinase-Glo ATP luminescence, activation; response scale: 0% is enzyme alone, no compound. Potency, µM (series often up to 57.5 µM), without a hit: at the highest dose activation, hits mostly activators. 260,000 tested, 0.34% active. AID 1631; note: potency is the fitted concentration of half-maximal effect; % is set by controls: 0 for no effect and ±100 for the full control effect; nearly all actives have a fitted effect of over 55% in size
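Purified hPK-M2 (>95%) run at intermediate activity with 0.1 mM ADP and 0.5 mM PEP in 50 mM imidazole pH 7.2, KCl, MgCl2; 1 h room temperature. ATP formed read by Kinase-Glo luminescence; normalized to uninhibited and no-enzyme controls.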
Numbers without * were called inactive; u = inconclusive; x = no result given; [ ] = another dose, or the depositor's remark. Unless noted, calls come from the whole dose curve; as a rule, active = well fitted curve in the direction sought with a large enough effect; inconclusive = small, poorly fitted or top-dose-only effect, or another doubt; inactive = no such curve, though single readings can be large; an effect the other way counts as inactive or inconclusive.

SMILES	Menin MLL FP TR	Mito fusion yeast	KCNH2 3.1 block	Rab9 prom act	RORg inh	NPC1 prom act	FLuc modulator	MBNL1 CUG block	VP16 counter	ELG1 DNA repair	PKM2 activator
Cn1c(=O)c2c(ncn2CCC(=O)N/N=C/c2ccncc2)n(C)c1=O	x	-3%	17	-4%	7%	-3%	-1%	x	-4%	x	-1%
COc1ccc(OC)c(Nc2nc3nonc3nc2N2CCCCC2)c1	-9%	0%	8	-1%	-4%	-3%	10%	2%	-9%	0%	3%
COCCN(C(=O)C1CCC1)c1nnc(-c2cccnc2)s1	-2%	3%	5	x	u	x	1%	-4%	-5%	x	22%
O=C(NCc1cccs1)c1ccc(CS(=O)Cc2cccc(Cl)c2)o1 (stereo not given)	-9%	-1%	14	-2%	20%	-1%	0%	-4%	7%	-9%	x
Cc1nonc1C(=O)N/N=C/c1ccncc1	2%	4%	-20	-13%	-26%	-1%	u	0%	17%	4%	-26%
O=c1oc(-c2ccccc2[N+](=O)[O-])nc2ccccc12	u	6%	11	-1%	-1%	0%	4%	5%	3%	u	-5%
CCOc1ccc(OCCCC(=O)N2CCN(S(=O)(=O)c3ccc(Cl)cc3)CC2)cc1	x	7%	-9	-4%	x	-1%	2%	x	x	0%	x
CCN(C(=O)Cn1nc(C(=O)O)c2ccccc2c1=O)C1CCCCC1	-15%	-8%	0	-2%	-27%	-5%	-6%	9%	5%	9%	4%
Cc1c(C(=O)NC2CCS(=O)(=O)C2)oc2ccccc12 (stereo not given)	-34%	2%	3	2%	2%	-1%	3%	2%	-9%	2%	-3%
CCN(CC(=O)NC(=O)NCc1ccco1)Cc1ccccc1	x	2%	-9	-2%	x	-2%	4%	x	x	18%	x
COc1ccccc1C(CNc1ncnc2sc(C)c(C)c12)N(C)C (stereo not given)	-23%	0%	-36	-5%	-9%	1%	-2%	4%	-16%	-4%	-11%
COC(=O)c1cc(=O)n(Cc2ccc3c(c2)OCO3)c(=Nc2ccccc2)s1	19%	21%	13	-2%	u	-2%	4%	-11%	-15%	-18%	-7%
Cc1cc(C)c(NC(=O)c2cc(S(=O)(=O)N3CCOCC3)ccc2F)c(C)c1	-8%	25%	2	1%	1%	3%	1%	-1%	-15%	-2%	x
O=C(NCC1CCCO1)C(c1ccncc1)N(Cc1ccc(F)cc1)C(=O)CN1C(=O)c2ccccc2S1(=O)=O (stereo not given)	-13%	-4%	7	-4%	12%	0%	4%	-4%	-7%	0%	-3%
Cc1ccc(/C=C/C(=O)N2CC(C)CC(C)C2)o1 (stereo not given)	1%	-2%	8	0%	21%	-3%	-19%	-2%	-10%	1%	19%
O=C(CN1CCN(c2ccccc2)CC1)N/N=C/c1cccc(F)c1	-1%	6%	-4	-6%	-3%	0%	0%	1%	-6%	-2%	-2%
CCCCCc1ccc(-c2cn(Cc3ccc([N+](=O)[O-])cc3)nn2)cc1	21%	6%	-14	-1%	0%	-7%	6%	-11%	-21%	-12%	-2%
O=C(NCc1ccc(F)cc1)Nc1cccc(Cl)c1	1%	0%	0	u	44%	15%	u	x	1%	u	1%
O=C(Nc1cccc(NC(=O)c2cccnc2Cl)c1)c1ccco1	12%	0%	-6	0%	26%	-1%	-17%	-3%	-6%	-6%	-12%
Cc1ccc(S(=O)(=O)c2cc(C)cc(S(=O)(=O)Nc3ccc(C(=O)O)cc3)c2C)cc1	x	-1%	5	-3%	-10%	-2%	-1%	5%	-1%	10%	x
CC1CCCCN1C(=O)CSc1nnc(-c2cccnc2)n1C1CCCCC1 (stereo not given)	-8%	-1%	-18	4%	11%	0%	1%	-18%	-11%	-4%	-1%
CS(=O)(=O)N1CCN(C(=O)c2cc(-c3cccnc3)nc3ccc(Br)cc23)CC1	2%	1%	25	1%	8%	-2%	-13%	1%	4%	u	1%
Cn1nccc1C(=O)N1CCc2c([nH]c3ccccc23)C1c1ccc(F)cc1 (stereo not given)	-13%	10%	-2	3%	u	0%	-15%	12%	1%	u	8%
CC1Cc2ccccc2N1CC(=O)Nc1cccc(S(N)(=O)=O)c1 (stereo not given)	-13%	6%	0	14%	-1%	-6%	-3%	2%	6%	u	-6%
NC(=O)c1ccc(NS(=O)(=O)c2ccccc2F)cc1	1%	-3%	-5	8%	-32%	-8%	7%	3%	3%	-1%	8%
COc1cc(/C=C/c2nc(N)nc(-c3ccccc3O)n2)cc(OC)c1OC	u	1%	15	0%	-27%	-2%	-12%	5%	-27%	2.9µM*	-7%
COCC(C)n1c(C)cc(C(=O)COC(=O)c2ccc(N3CCCC3=O)cc2)c1C (stereo not given)	-3%	7%	-1	-1%	-16%	-5%	-15%	-9%	-2%	u	0%
CCOC(=O)c1c(C)n(C)c2ccc(O)c(CN3CCN(C)CC3)c12	-10%	-4%	1	0%	-18%	-1%	8%	6%	3%	-15%	20%
COC(=O)c1ccc(NC(=O)c2snnc2-c2ccccc2)cc1	17%	16%	6	2%	17%	1%	3%	5%	-3%	u	3%
N#C/C(=C\C=C\c1ccccc1[N+](=O)[O-])c1nc(-c2ccc3c(c2)OCO3)cs1	21%	2%	-5	-3%	-42%	9%	-1%	-3%	3%[0.365 µM]	12%	6%
COc1ccc(Cc2nnc(SCC(=O)c3ccccc3)o2)cc1	1%	-3%	2	2%	22%	10%	u	0%	25%	4%	5%
O=S(=O)(c1ccc(=S)[nH]c1)N1CCCCC1	x	6%	4	-3%	x	1%	1%	x	x	7%	x
CCc1ccc2c(c1)C1(SC(NC(C)=O)=NN1C(C)=O)C(=O)N2C(C)C (stereo not given)	6%	0%	3	-10%	-1%	-1%	-1%	-1%	-13%	10%	-3%
COc1ccc(C(=O)OCCNC(=O)c2c(Cl)nc3ccccn23)cc1	2%	u	1	-2%	22%	-1%	3%	-4%	5%	-14%	5%
Cc1ccc(S(=O)(=O)NC(CC(C)C)C(=O)Oc2ccc3c4c(c(=O)oc3c2)CCC4)cc1 (stereo not given)	x	-4%	-7	-3%	3%	-5%	5%	-6%	-1%	2%	1%
C=C(C)Cc1c(C)nc(-c2ccccc2)[nH]c1=O	-20%	-6%	8	18%	37%	0%	-18%	5%	-6%	u	-5%
CC(Oc1ccccc1F)c1nnc(SCC(=O)c2c(N)n(C3CC3)c(=O)[nH]c2=O)o1 (stereo not given)	x	-5%	-5	-3%	x	-1%	2%	x	x	0%	x
Cn1c(N)c(C(=O)COC(=O)C2(c3ccc(Cl)cc3)CCCC2)c(=O)n(C)c1=O	x	-3%	-12	-6%	35%	-4%	1%	5%	-5%	u	-6%
O=[N+]([O-])c1cccc(-c2ccc3nnc(SCc4ccccn4)n3n2)c1	4%	3%	3	4%	4%	-1%	-1%	u	7%	-7%	3%
CCN(CC(=O)Nc1ccc(NC(C)=O)cc1)C(=O)c1ccc2c(c1)S(=O)(=O)N=C1CCCCCN12	x	-3%	16	-1%	x	0%	11µM*	x	x	8%	x
COc1ccc(NC(=O)C2CC(=O)n3ncnc3N2)cc1 (stereo not given)	1%	-3%	-29	0%	u	-2%	0%	u	-7%	-6%	-6%
c1ccc(-c2nc3c4ccccc4ccn3c2CN2CCCCC2)cc1	x	-1%	-17	13%	-34%	-1%	5.4µM*	8%	10%	12%	-2%
CCCCOc1ccc(CSc2nnc(C)n2N)cc1[N+](=O)[O-]	21%	0%	29	26%	-19%	20%	7.6µM*	0%	-29%	u	-18%
CC1CCCCC1NC(=O)CN1C(=O)NC(C)(c2cc(F)ccc2F)C1=O (stereo not given)	x	3%	-7	-7%	x	1%	0%	x	x	24%	x
COc1ccc(OC)c(Nc2nc3nonc3nc2N2CCCC(C)C2)c1 (stereo not given)	-3%	3%	9	0%	-15%	-4%	4%	x	-5%	2%	-1%

Bioassay records as filed in PubChem BioAssay.

Some of the compounds tested; rates above refer to the full screens.
